High-throughput results deposited in PubChem BioAssay by several laboratories.
V-ATPase pH – regulators of yeast V-ATPase proton transport. 0.37% of 350,000 active. AID 504577. S. cerevisiae, pHLuorin cytosolic pH fluorescence. response, % at 10 µM; in the data active = response mostly above about 7.3%, no sharp cut-off; inactive = mostly below about 5.4%; note: actives read high; inactives centre near 0; some compounds called inactive have numbers as strong as hits; reference of the scale not given here
CAL PDZ FP-1 – inhibitors of human CAL PDZ peptide binding | Q9HD26 | purified CAL PDZ, TMR-peptide fluorescence polarization, 1 h | inhibition, % at 20 µM | 0.02% of 330,000 active | AID 504414;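 active = highest replicate inhibition of at least 40%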;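 note: plate controls were DMSO neutral control wells for no effect and unlabeled competitor peptide control wells for full effect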
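material = purified tagged CAL PDZ domain construct (CerCALP) | compound dosing = 20 µM, one dose | times = 1 h at RT | measured by = fluorescence polarization from S- and P-plane intensities, G-factor corrected | read-out = inhibition from polarization loss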
Rtt109 Vps75 – inhibitors of Candida albicans Rtt109/Vps75 histone acetyltransferase | inhibition, % at 34.9 µM | Q5AAJ8 | purified Rtt109/Vps75, ThioGlo CoA-SH fluorescence, 4 h | 0.16% of 330,000 active;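 active = inhibition of at least 50% in every replicate; inconclusive = best replicate reaches 50% inhibition but some replicates fall short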
CAL PDZ FP-2 – blocks peptide binding to the human CAL PDZ domain; Q9HD26; AID 602252; 0.92% of 300,000 active; purified CAL PDZ, TMR-peptide fluorescence polarization, 1 h; inhibition, % at 24.9 µM;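 active = mean inhibition of at least 30% with at least half of replicates also reaching 30%; inconclusive = no clear call, values can overlap the other calls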;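 note: 0% = DMSO neutral control and 100% = excess unlabeled competitor peptide PRC23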
dFosB activator – enhances mouse delta FosB homodimer DNA binding. purified delta FosB, TAMRA-CDK5 oligo fluorescence polarization; percent of positive-control signal above neutral wells. activation, % at 25 µM. 0.99% of 340,000 active;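 active = mean activation above about 17%, with every replicate also reaching it, limit read from the data, passing the limit was not always enough; inconclusive = only one of the two conditions met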;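 note: fluorescence polarization rise as delta FosB binds a TAMRA Cdk5 AP-1 oligo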
Target sequence (P13346 whole entry, looked up): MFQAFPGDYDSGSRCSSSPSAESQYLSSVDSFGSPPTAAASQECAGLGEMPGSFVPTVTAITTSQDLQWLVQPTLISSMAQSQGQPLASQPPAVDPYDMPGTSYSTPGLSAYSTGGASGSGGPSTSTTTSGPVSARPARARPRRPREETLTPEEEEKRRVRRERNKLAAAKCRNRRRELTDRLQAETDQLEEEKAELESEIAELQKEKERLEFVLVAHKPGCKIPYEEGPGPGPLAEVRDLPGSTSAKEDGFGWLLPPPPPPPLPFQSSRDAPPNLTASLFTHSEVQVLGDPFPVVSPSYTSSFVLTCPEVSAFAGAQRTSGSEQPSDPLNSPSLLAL
MITF TRPM1 HTS – activators of MITF-driven TRPM1 promoter activity in SK-MEL-5 cells; SK-MEL-5 TRPM1-promoter luciferase, 24 h; % of positive control, neutral wells = 0; AID 588334; 0.75% of 300,000 active; activation, % at 12.5 µM;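 active = mean activation of at least 80% with every replicate also reaching 80%; inconclusive = mean reaches 80% but some replicate falls short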;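 note: 0% = neutral control wells and 100% = parthenolide positive control wells; values of inactives mirror those of a sister screen read the other way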
Wnt bcat act – Wnt/beta-catenin pathway activation; 1.2% of 300,000 active; activation, % at 9.35 µM; AID 743398; Wnt/beta-catenin reporter cell assay, activator, plate reader; in the data active = activation above about 30%, passing the limit was not always enough; inconclusive = no clear call, values can overlap the other calls;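 note: 0% = neutral control wells and 100% = positive control wells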
Tat export inh – blocks Tat-dependent protein export in E. coli. 0.036% of 340,000 active. E. coli MC4100 TorA-mCherry Tat export, fluorescence. inhibition, % at 10 µM. AID 488895;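 active = mean replicate inhibition at least 50% and at least half of replicates individually reaching 50%; inconclusive = only one of the two criteria met; inactive = neither criterion met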;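 note: exported cargo escapes ClpAP degradation while cytoplasmic cargo is degraded and loses fluorescence; 0% = median of neutral control wells and 100% = median of NaSCN control wells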
RTF Ca sens act – cardiac RTF calcium sensitization; P19429+P45379; IANBD-labeled TnC RTF fluorescence at EC20 calcium; 0% EC20 calcium, 100% full calcium; activation, % at 7.2 µM; 0.24% of 340,000 active;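 active = activation above the mean over all tested compounds plus 3 SD, cut at about 30% in these data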;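 note: rise in fluorescence read as greater calcium sensitivity of cardiac thin filaments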
CDK5 p35 inh – CDK5/p35 (human) kinase inhibition | Q00535+Q15078 | Recombinant CDK5/p35, ADP-Glo luminescence, 60 min | inhibition, % at 10 µM | 0.01% of 330,000 active;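 active = highest replicate inhibition of at least 50% and at least 75% of replicates reaching 50%; inconclusive = only one of the two criteria met; inactive = both criteria failed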;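 note: plate controls were DMSO neutral control for no effect and GW8510 at 10 µM for full effect; many of its hits are not listed in these tables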
Target sequence (Q00535 whole entry, looked up): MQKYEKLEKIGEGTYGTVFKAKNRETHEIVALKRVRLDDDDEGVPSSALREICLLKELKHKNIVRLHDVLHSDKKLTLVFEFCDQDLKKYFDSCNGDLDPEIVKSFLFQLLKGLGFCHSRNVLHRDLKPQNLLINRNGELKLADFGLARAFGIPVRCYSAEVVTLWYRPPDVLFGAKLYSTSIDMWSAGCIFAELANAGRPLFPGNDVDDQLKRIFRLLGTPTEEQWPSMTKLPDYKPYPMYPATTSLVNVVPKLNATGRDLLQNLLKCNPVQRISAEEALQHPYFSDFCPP
Target sequence (Q15078 whole entry, looked up): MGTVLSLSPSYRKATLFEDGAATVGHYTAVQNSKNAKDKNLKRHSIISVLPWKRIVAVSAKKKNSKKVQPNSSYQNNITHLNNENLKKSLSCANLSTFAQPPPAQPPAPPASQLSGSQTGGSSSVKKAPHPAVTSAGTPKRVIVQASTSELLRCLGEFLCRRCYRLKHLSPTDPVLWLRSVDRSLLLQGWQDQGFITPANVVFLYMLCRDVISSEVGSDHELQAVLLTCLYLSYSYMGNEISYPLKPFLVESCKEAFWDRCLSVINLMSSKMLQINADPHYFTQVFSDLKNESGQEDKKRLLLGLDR
Active calls of the source: *; u = inconclusive; x = not tested or not shown.

structure	V-ATPase pH	CAL PDZ FP-1	Rtt109 Vps75	CAL PDZ FP-2	dFosB activator	MITF TRPM1 HTS	Wnt bcat act	Tat export inh	RTF Ca sens act	CDK5 p35 inh
Cc1cccc(C)c1NC(=O)CNC(=O)CCCc1c[nH]c2ccccc12	-2	-1.5	-3	-4	-4	-6	-2	0	-1	0.3
Cc1ccc(N(Cc2ccc(C(=O)NC3CCCCC3)cc2)S(C)(=O)=O)cc1C	-5	-0.4	6	0	7	x	-4	1	0	3.8
NS(=O)(=O)c1ccc(CCNC(=O)c2cccnc2)cc1	4	1.5	-5	x	6	-1	-2	3	-6	0.2
CCOC(=O)c1cnc(SC)nc1N	3	-1.9	-4	-4	2	-8	-1	1	2	-0.3
Cc1ccc(C)n1-c1ccc(C(=O)Nc2ccccc2)cc1	-3	-1.8	x	-1	-4	44	102*	-3	-2	1.1
NS(=O)(=O)c1ccc(NC(=O)/C=C/c2cccc(Cl)c2)cc1	0	-2.3	x	-8	-23	9	1	-2	-3	0.8
C=CC[C@@H](CC(=O)N(CCO)Cc1ccccc1)C(=O)NC[C@@H](OC(=O)[C@@H](CC=C)Cc1ccc(F)cc1)c1ccccc1	5	-0.2	1	-5	-2	-9	-5	11	-6	-1.1
COc1ccc(Nc2cc(C(=O)NCCCN3CCN(C)CC3)c3ccccc3n2)cc1	-5	-1.3	15	3	-13	6	x	-6	1	-1.5
O=C(C(=O)N1CCN(c2ccc(F)cc2)CC1)c1cn(CC(=O)N2CCOCC2)c2ccccc12	2	0.0	-7	-1	-4	-5	1	-2	-2	0.5
Cc1ccc(C(=O)Nc2ccc(S(=O)(=O)N3CCCC3)cc2)s1	-3	-3.4	-2	1	-12	5	5	3	-2	-0.4
CCCN1CCN(CCCNC(=O)c2ccc3c(=O)n(CCc4ccccc4)c(=O)[nH]c3c2)CC1	1	-3.2	-4	-6	-5	32	-2	-7	-4	-2.7
O=C(NCCN1CCN(S(=O)(=O)c2ccccc2)CC1)C(=O)Nc1ccc(F)cc1	3	-1.3	-6	1	-2	8	-2	-14	-4	-1.9
Nc1c(N(Cc2ccccc2)C(=O)COc2ccc(F)cc2)c(=O)[nH]c(=O)n1Cc1ccccc1	3	-1.4	-1	-2	-3	10	2	11	-2	-3.8
CNc1ccccc1C(C)(C)c1cc(-c2cccc(Br)c2)no1	-2	-1.4	13	-5	u	-32	-3	-11	3	1.0
CCc1ccccc1OCC(=O)OCC(=O)Nc1cc(C)on1	-4	-0.8	-3	-5	-6	-5	-3	2	-1	1.0
Cc1ccccc1C(=O)Nc1cccc(-c2ccc(N3CCOCC3)nn2)c1	-2	-1.6	-26	-3	-8	52	30	6	-5	0.6
Cc1ccc(C(=O)NCC#N)cc1	0	-3.2	-7	-4	-6	-5	0	-2	-3	-2.8
CC1(C)Cc2c(c(N3CCOCC3)nc3sc(C#N)c(N)c23)CS1	1	0.1	3	-2	-3	7	x	7	-5	-0.6
CC1=C(C(=O)N2CCCC(N3CCN(c4ccccc4C)CC3)C2)OCCO1 (stereo unspecified)	-1	-3.1	-9	-4	-5	-12	0	-1	0	-3.8
CCOc1ccc(C(=O)N(CC(=O)Nc2cccc(C)c2C)CC2CCCO2)cc1OC (stereo unspecified)	-3	-0.5	-1	3	2	0	51*	-2	-2	-0.7
CCCNC(=O)C1CCN(S(=O)(=O)c2ccc(Br)cc2)CC1	2	x	-8	-3	2	10	-1	1	-3	-0.4
COCCNC(=O)c1ccc(S(=O)(=O)N2CCCc3ccccc32)cc1	2	0.4	2	59*	-4	1	3	-5	-9	2.3
COc1ccc(C(C(=O)NC2CCCCC2)N(CC2CCCO2)C(=O)CCCC(=O)Nc2ccccn2)cc1 (stereo unspecified)	-4	0.1	1	4	-9	-3	0	5	4	-1.0
O=C(CN1CCN(C(=O)c2ccco2)CC1)Nc1ccc(Cl)c(C(F)(F)F)c1	1	-1.8	7	-2	2	-10	x	-6	-3	-1.4
CCCCn1nc(C(=O)N(CCOC)c2c(N)n(CCCC)c(=O)[nH]c2=O)c2ccccc2c1=O	1	-1.2	0	-1	1	-4	0	-7	3	0.6
CCCc1nc2oc3cc(OC)ccc3c(=O)c2c(=O)n1Cc1ccco1	2	-3.4	16	0	-19	x	-1	1	2	-0.7
CCN(CC)CCNC(=O)CCCCn1c(=S)[nH]c2c([nH]c3ccc(OC)cc32)c1=O	-2	-0.7	20	-1	-8	-10	x	12	0	-1.5
O=C(OC1CCCCC1=O)c1cccc(S(=O)(=O)NCc2ccccc2)c1 (stereo unspecified)	-3	-1.1	3	-1	-7	-6	x	4	-2	0.7
Cc1ccc(S(=O)(=O)c2cn(C)c3cc(N4CCN(C)CC4)c(F)cc3c2=O)c(C)c1	0	-1.4	-1	-2	-6	-17	1	3	-4	x
O=S(=O)(NCC1CCN(Cc2ccccc2)CC1)c1ccccc1C(F)(F)F	1	-0.6	-3	-4	-5	-4	0	2	1	1.9
COc1ccc(/C=N/n2cnnc2)cc1Oc1nc(Cl)ncc1F	-5	-4.8	10	-8	-8	-1	-1	-6	0	-0.9
Cc1cc(C(=O)N/N=C/C=C/c2ccc(Br)cc2)n[nH]1	-1	-0.4	3	-4	-1	23	5	-2	2	-0.2
O=C(O)CSCC(=O)NCc1cccc(C(F)(F)F)c1	-3	-1.5	x	-4	1	21	0	-21	-2	1.7
O=C(c1cccc(Cl)c1)N1CCN(Cc2ccccc2)CC1	-2	-1.0	-1	1	-1	x	0	7	-6	0.0
Cc1ccc(C(=O)c2oc3ccccc3c2N)cc1	-3	-0.3	-4	-4	2	32	x	9	-3	1.1
c1ccc(Nc2nc(-c3ccccn3)cs2)cc1	1	-0.1	6	-3	1	6	40*	-4	-2	-0.3
COc1cc(CCC(=O)NNC(=O)c2ccc(Cl)cc2)cc(OC)c1OC	2	-1.0	-2	x	0	3	0	2	-1	-1.7
CCC(C)N1C(=O)N(c2cccc(Cl)c2)C(C)(O)CC1(C)C (stereo unspecified)	2	-1.4	-8	-3	-4	7	-2	-2	2	-0.5
On1nnc2ccc(C(F)(F)F)cc21	-5	0.7	3	-2	-11	-1	0	12	-1	1.6
O=C(NCCCN1CCOCC1)c1ccc(CS(=O)(=O)c2ccc(Br)cc2)o1	4	0.5	4	-5	-6	1	-4	9	-4	1.9
COc1cc(OC)cc(C(=O)N[C@H](C(=O)NC2CCCc3ccccc32)C(C)C)c1 (stereo partly specified)	-1	0.3	-9	3	-18	-2	0	-1	-1	0.2
Cc1cc(NC(=O)CCC(=O)N(Cc2ccco2)C(C(=O)NC2CCCC2)c2ccccc2F)no1 (stereo unspecified)	0	-2.5	16	-8	-14	2	5	4	-3	-1.1
O=C(CCN1C(=O)c2ccccc2S1(=O)=O)Nc1ccccc1O	-2	0.6	3	-1	-1	3	12	-9	2	-0.2
COc1cc(CO)cc(Br)c1OCc1cccnc1	-1	-4.1	27	1	-11	x	x	-19	3	0.1
CCCCN(C(=O)CCC(=O)Nc1cc(C)on1)C(C(=O)NC(C)(C)C)c1cccc(OC)c1OC (stereo unspecified)	-3	-0.3	-6	x	-8	x	x	-3	-4	-0.4
CCc1cc(=O)oc2cc(OCC(=O)O)c(Cl)cc12	-1	-1.0	-11	0	-6	-8	-4	-4	-5	-0.6
CCNC(=S)N1CCN(Cc2ccccc2)CC1	0	-0.9	x	-1	-2	-9	1	0	4	-1.9
Cc1ccc(OCCCC(=O)Nc2nc3ccccc3[nH]2)cc1	3	3.3	-7	-2	-4	11	-2	3	2	2.5
N#C/C(=C\c1c(N2CCC(C(N)=O)CC2)nc2ccccn2c1=O)C(=O)NCc1ccco1	3	-0.8	2	0	-6	3	1	0	0	1.0
C[C@@H]1CN([C@H](C)CO)C(=O)Cc2cc(NC(=O)CCC(F)(F)F)ccc2O[C@@H]1CN(C)C(=O)NC1CCCCC1	6	-0.7	1	1	-16	0	-3	-10	8	1.2
COC(=O)C1=C(C)N(Cc2ccccc2)C(=NCCc2cccnc2)N[C@H]1c1ccccc1	-3	-0.6	2	3	2	12	x	1	-6	0.7
NC(=O)CSc1nc(C23CC4CC(CC(C4)C2)C3)nc2ccccc12	0	-0.3	-15	4	-13	6	0	-2	6	-2.2
CN(C)CCN(C(=O)c1ccc(S(=O)(=O)N2CCCC2)cc1)c1nc2ccc(Br)cc2s1	2	-2.6	-6	-2	12	31	-3	0	0	-4.7
C=C(C)c1nc(Oc2ccccc2)nc(Oc2ccccc2)n1	-1	-2.3	-1	-7	-3	-62	-2	-3	4	-1.2
CC(C)C[C@@H](CN1CCCC1CN1C(=S)NC[C@@H]1Cc1ccc(O)cc1)N1C[C@H](Cc2ccc(O)cc2)N(CC2CCCCCC2)C1=S (stereo partly specified)	2	-1.4	-7	-1	21*	-4	-10	6	-1	1.0
O=C(O)CCN1C(=O)CC2(CCCCC2)C1=O	-1	-0.8	0	-8	2	2	0	7	-2	0.8
Cc1cc(C)n2nc(C(=O)OCC(=O)N(Cc3ccccc3)C(C)C)nc2n1	-3	-1.2	-4	-5	-8	0	3	-4	-9	-1.3
CN(c1ccc(OCC(=O)NCCc2ccccc2)cc1)S(=O)(=O)c1ccc(Cl)cc1	3	-4.7	-3	-4	-5	14	4	10	-3	-1.7
CN(C)c1ccc(C(=O)C(O)c2ccccc2)cc1 (stereo unspecified)	2	-3.8	x	-19	1	x	-14	0	-1	-1.2
CC(=O)Nc1ccc(NS(=O)(=O)c2ccc(CN3C(=O)c4cccnc4C3=O)cc2)cc1	-1	-1.2	-4	-5	-8	-7	-1	1	-3	-0.9

The list continues:
structure	V-ATPase pH	CAL PDZ FP-1	Rtt109 Vps75	CAL PDZ FP-2	dFosB activator	MITF TRPM1 HTS	Wnt bcat act	Tat export inh	RTF Ca sens act	CDK5 p35 inh
Cc1cccc(C)c1NC(=O)C1c2cccc[n+]2CC(=O)N1Cc1ccc2c(c1)OCO2 (stereo unspecified)	1	-3.0	28	1	-2	14	14	0	-1	-1.3
COC(=O)c1cc(/C=C/c2ccccc2)on1	-4	-0.9	0	x	-7	x	x	-2	4	-1.0
C=CCNC(=O)c1onc(CS(=O)(=O)c2cc(C)cc(C)c2)c1C(=O)NCC=C	-1	-0.4	0	-2	6	-11	7	7	2	-8.4
O=C(Nc1ccc2c(c1)CCC2)c1ccccc1Br	0	-0.5	-5	-3	-9	43	19	-1	2	-0.4
COc1cc2c(cc1OC)/C(=C/C(=O)c1ccc(OC)c([N+](=O)[O-])c1)NCC2	-2	-2.1	14	-6	-13	1	0	-12	0	-0.3
C=CCSc1nc2c(c(=O)[nH]c(=O)n2C)n1C(C)C	1	x	1	-2	0	3	1	-4	-3	0.3
